m-calpain inh: inhibitors of pig calpain II, primary screen, biochemical, fluorogenic peptide substrate, 1536-well | purified calpain II, 30 min | 220,000 compounds, 0.37% hits | inhibition, % at 16 µM;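 active = inhibition above about 50%, limit read from the data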
TNF necrop inh: inhibitors of TNF-alpha triggered necroptosis, primary screen, cell-based, Jurkat FADD-/-, single concentration. Jurkat FADD-/- TNF necroptosis rescue, ATP luminescence, 24 h; 0 = TNF only, 100 = no-TNF cells. activation (protection from cell death), % at 10 µM. 220,000 compounds, 0.068% hits;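 active = activation, meaning protection from cell death, of at least 50% relative to plate controls; inactive = activation below 50%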;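 also: necroptosis triggered by 40 ng/mL TNF-alpha added together with compound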
L929 necroptosis: inhibitors of zVAD-triggered necroptosis, primary screen, L929 cells. AID 1377, 2008. 220,000 compounds, 0.38% hits. viability rescue, % at 10 µM. L929 zVAD necroptosis rescue, ATP luminescence, 24 h; with zVAD 60 µM;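 active = activation, scaled between plate controls, above about 75%, limit read from the data; inactive = activation under that limit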;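 also: 0% = zVAD with DMSO and 100% = DMSO alone without zVAD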
eIF4E-4G inh: eIF4E–eIF4G protein interaction inhibitors, primary screen, biochemical, uHTS, TR-FRET, eIF4GI fragment. 220,000 compounds, 0.37% hits. Eukaryotic translation initiation factor 4E (Mus musculus) + Eukaryotic translation …. TR-FRET eIF4E-eIF4GI(517-606) binding, 2 h. AID 782, 2007. inhibition, % at 21.7 µM;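 active = inhibition above about 30%, limit read from the data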;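 also: 0% = full FRET control wells and 100% = background wells lacking eIF4GI fragment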
EBV gp42 inh: Epstein-Barr virus gp42 inhibitors, primary screen, biochemical, uHTS, fluorescence polarization. Glycoprotein 42 (Epstein-Barr virus (strain AG876)), Q1HVG2. Fluorescence polarization binding assay, mP read-out. inhibition, % (tested at 21.74 µM). 220,000 compounds, 0.42% hits; in the data active = inhibition above about 50%
Target sequence (Q1HVG2 whole entry, looked up): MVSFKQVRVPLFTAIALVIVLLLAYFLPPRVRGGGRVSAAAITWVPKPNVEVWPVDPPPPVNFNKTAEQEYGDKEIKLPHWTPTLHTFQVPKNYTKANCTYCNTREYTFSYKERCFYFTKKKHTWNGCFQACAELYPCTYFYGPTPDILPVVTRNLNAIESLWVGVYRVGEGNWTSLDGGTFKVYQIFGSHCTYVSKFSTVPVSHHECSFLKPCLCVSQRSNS
KCC2 mod: KCC2 cotransporter modulators, thallium flux, primary screen, cell-based, HEK293 KCC2, FluoZin-2 fluorescence, MLSMR; 190,000 compounds, 2.2% hits; KCC2 cells, thallium flux FluoZin-2 fluorescence; Solute carrier family 12 member 5 (Homo sapiens), Q9H2X9; B-score of Tl+ flux slope (higher = more flux/activation; lower = inhibition) at 10 µM;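 active = thallium flux slope and its plate-corrected score both differing from the plate sample mean at a set confidence after two filtering rounds, in either direction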;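 also: slope of fluorescence scaled to starting intensity during 10 to 20 s after thallium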
PERK inhibitor: block of dimerizer-induced PERK translation repression, primary screen, PERK inhibitor project, CHO PERK-DD cells, SEAP luminescence, HTS; CHO PERK-DD fusion, SEAP luminescence translation reporter; AID 1416, 2008; Eukaryotic translation initiation factor 2-alpha kinase 3 (Homo sapiens), Q9NZJ5; inhibition, % at 5.6 µM; 220,000 compounds, 0.17% hits;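 active = inhibition above the mean inhibition of all tested compounds plus 3 SD, set separately per screening campaign, cut at about 2.9% in these data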;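 also: PERK kinase domain activated by AP20187 dimerizer at 100 nM; 0% = DMSO with dimerizer and 100% = rapamycin at 8.4 µM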
Rad51 HR inh: human RAD51 strand exchange inhibitors, primary screen, biochemical, fluorescence | hRad51 DNA strand exchange, fluorescence dequenching | inhibition, % at 10 µM | 200,000 compounds, 0.085% hits;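 active = inhibition above 40% at the single screening dose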;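 also: 0% = DMSO control wells and 100% = blanks with heterologous ssDNA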
Target sequence (Q06609 whole entry, looked up): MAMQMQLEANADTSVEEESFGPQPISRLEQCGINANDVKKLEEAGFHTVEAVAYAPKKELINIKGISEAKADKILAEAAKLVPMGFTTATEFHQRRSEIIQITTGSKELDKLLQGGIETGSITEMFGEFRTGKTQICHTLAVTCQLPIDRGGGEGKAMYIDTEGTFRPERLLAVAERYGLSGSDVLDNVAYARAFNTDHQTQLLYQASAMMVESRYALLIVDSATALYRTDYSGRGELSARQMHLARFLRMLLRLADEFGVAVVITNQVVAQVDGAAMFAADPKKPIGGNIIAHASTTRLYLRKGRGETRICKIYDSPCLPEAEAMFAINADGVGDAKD
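Test system – preformed human Rad51 ssDNA filaments · Reagent – Donor/quencher-labelled 47-bp dsDNA substrate · Incubation – 37 °C 15-min filament assembly, 30-min compound preincubation, 15-min exchange · Signal – FRET fluorescence dequenching, excitation 485 nm, emission 520 nm · Read-out – percent inhibition from fluorescence, normalised to plate control and blank means · Benchmarks – plate control and blank wells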
MDM2 E3 inh: MDM2-luciferase reporter signal enhancers, primary screen, MDM2 E3 ligase inhibitor project, cell-based, luminescence, 1536-well | cell-based MDM2 ubiquitination luciferase reporter, 2 h; 0 = plate control, 100 = twice control, blank-subtracted | signal enhancement, % at 5 µM | 210,000 compounds, 0.11% hits | AID 1230, 2008;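 active = signal enhancement of 30% or more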;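 also: luminescence tracks abundance of the self-degrading MDM2-luciferase fusion protein; higher signal means inhibition of MDM2 E3 ligase activity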
Target sequence (Q00987 whole entry, looked up, the tested form may be a part): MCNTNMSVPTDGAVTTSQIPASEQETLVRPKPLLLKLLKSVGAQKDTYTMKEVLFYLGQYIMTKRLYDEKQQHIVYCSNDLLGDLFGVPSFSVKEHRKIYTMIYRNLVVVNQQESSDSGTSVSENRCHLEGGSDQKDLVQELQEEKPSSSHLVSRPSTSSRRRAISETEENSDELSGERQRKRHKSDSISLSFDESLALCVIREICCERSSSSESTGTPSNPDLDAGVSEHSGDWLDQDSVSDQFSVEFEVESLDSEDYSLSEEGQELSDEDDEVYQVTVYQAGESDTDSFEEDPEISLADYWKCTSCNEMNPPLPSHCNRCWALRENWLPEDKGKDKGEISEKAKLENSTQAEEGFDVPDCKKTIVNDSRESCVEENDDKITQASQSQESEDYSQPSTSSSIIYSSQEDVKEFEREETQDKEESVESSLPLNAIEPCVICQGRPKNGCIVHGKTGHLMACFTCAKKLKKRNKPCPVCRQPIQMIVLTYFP
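Timing – 2 h compound exposure at 37 °C · Assay system – mammalian cells stably expressing self-ubiquitinating, self-degrading MDM2 E3–luciferase fusion · Amount – 2000 cells seeded into each well · Measure – % luminescence enhancement versus blank-corrected plate control mean · Measured by – SteadyLite luminescence, 15 min reagent step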
Starred values were filed as active, the others as inactive; / = no result given; [ ] = remark or other dose. Rows are unselected. Share with any hit: about 3.6%.

SMILES	m-calpain inh	TNF necrop inh	L929 necroptosis	eIF4E-4G inh	EBV gp42 inh	KCC2 mod	PERK inhibitor	Rad51 HR inh	MDM2 E3 inh
CCc1nc2ccccc2n1CCC(=O)O	12	1.3	-1.2	4[fluorescence artefact?]	-3	-0.54	1.0	2	-4
COc1cccc(NC(=O)c2nn(C)cc2Br)c1	/	-3.3	-0.4	/	/	0.22	0.4	3	/
CCc1cccc(OCC(=O)Nc2ccc(S(=O)(=O)Nc3onc(C)c3C)cc2)c1	-57	-0.2	3.1	1	1	/	0.9	/	-9
Cc1nnc(SCC2=C(C(=O)O)N3C(=O)C(NC(=O)Cn4ncc(Cl)c4C)C3SC2)s1 (configuration not stated)	-30	1.2	0.7	5	-9	0.76	1.7	/	-21
Cc1ccc(CC2CC(=O)N(c3nc4ccccc4n3C)C2=O)cc1 (configuration not stated)	35	-0.6	0.0	-2	-7	/	-0.3	2	-16
CC(C)N(C(=S)Nc1cccnc1)c1ccccc1	-17	0.0	0.2	-9	-7	0.54	0.0	27	/
COC(=O)/C(=C\C(=O)c1ccc([N+](=O)[O-])cc1)Nc1ccc(OC)cc1	-14	0.0	0.1	0	-6	0.11	1.1	13	-1
O=C(Nc1cccc(-c2nc3ncccc3o2)c1)c1cc2ccccc2o1	-15	-7.7	11	-31	-3	-0.58	0.6	-1	-22
CSc1ccccc1NC(=O)CN(C)CC(=O)Nc1cc(C)ccc1C	6	1.3	0.4	0	-11	0.057	-0.3	-2	-11
Cc1[nH]c(=O)[nH]c(=O)c1S(=O)(=O)N1CCN(c2cccc(Cl)c2)CC1	-4	-0.6	-0.2	-3	-6	/	0.1	/	4
COc1ccc(S(=O)(=O)N2CCCC(C(=O)N3CCOCC3)C2)cc1C (configuration not stated)	-6	-0.6	-0.1	-1	-9	-1.5	-0.2	10	-10
O=C(N/C(=C/c1ccco1)C(=O)N1CCCCC1)c1cccs1	17	-3.3	0.2	-1	-17	/	1.0	8	9
COc1ccccc1Nc1nc(NCCC(C)C)nc(N)c1[N+](=O)[O-]	-3	2.3	1.2	-6	-2	-0.79	-0.4	-2	-3
COc1ccccc1Sc1ccccc1/C=N/NC(N)=O	-10	-1.4	1.5	-6	2	-0.97	0.6	3	-10
Cc1cc(C)nc(SCc2ccc(C(=O)N/N=C/c3cccc(O)c3O)cc2)n1	-95	-7.1	47	21	10	0.22	0.6	0	11
O=C(Nc1cccnc1)c1cc(-c2ccc3c(c2)OCO3)on1	-35	-0.2	0.5	-3	-16	-0.43	-0.6	3	-5
Cc1cccc(C)c1OC(=O)CSc1nnc(-c2ccccc2)o1	-12	-0.4	2.0	3	-13	-0.36	0.1	-6	11
Cc1ccc(Cn2nc3c(cc2=O)CCc2ccccc2-3)cc1	29	-0.5	-0.4	5	3	/	-0.4	-8	-26
CCc1cc2cccc(C)c2nc1SCC(=O)N1CCN(C(=O)c2ccco2)CC1	1	1.7	3.2	13	-13	-3.2*	-0.7	10	-14
COc1ccc(N=CC2=C(O)CCCC2=O)cc1	3	-3.1	-0.3	-1[fluorescence artefact?]	-17	0.77	1.9	-3	-13
CC(=O)c1ccc(NC(=O)c2cnsn2)cc1	-27	-0.7	23	1	-19	0.75	0.6	-1	-9
O=c1[nH]cnc2c1c(-c1ccccc1)cn2-c1ccc(F)cc1	4	0.4	2.3	1	-2	-0.027	-0.4	10	-4
COc1ccc(C(=O)Cc2cc(OC)c(OC)cc2C(=O)c2ccccc2F)cc1OC	-56	1.3	0.0	4	2	-0.76	0.6	8	-9
COc1ccc(CN2C(=O)[C@@H]3C(c4ccc(F)cc4)=NO[C@@H]3C2=O)cc1	-17	-1.0	-0.1	4[fluorescence artefact?]	-9	0.59	-0.3	4	8
Cc1ccccc1Nc1nc(N)nc(COC(=O)C(NC(=O)c2ccco2)C(C)C)n1 (configuration not stated)	-2	-2.3	0.5	5[fluorescence artefact?]	-27	/	-0.9	-10	3

The last 7 records of the section above come first, to join the parts:
SMILES	m-calpain inh	TNF necrop inh	L929 necroptosis	eIF4E-4G inh	EBV gp42 inh	KCC2 mod	PERK inhibitor	Rad51 HR inh	MDM2 E3 inh
CCc1cc2cccc(C)c2nc1SCC(=O)N1CCN(C(=O)c2ccco2)CC1	1	1.7	3.2	13	-13	-3.2*	-0.7	10	-14
COc1ccc(N=CC2=C(O)CCCC2=O)cc1	3	-3.1	-0.3	-1[fluorescence artefact?]	-17	0.77	1.9	-3	-13
CC(=O)c1ccc(NC(=O)c2cnsn2)cc1	-27	-0.7	23	1	-19	0.75	0.6	-1	-9
O=c1[nH]cnc2c1c(-c1ccccc1)cn2-c1ccc(F)cc1	4	0.4	2.3	1	-2	-0.027	-0.4	10	-4
COc1ccc(C(=O)Cc2cc(OC)c(OC)cc2C(=O)c2ccccc2F)cc1OC	-56	1.3	0.0	4	2	-0.76	0.6	8	-9
COc1ccc(CN2C(=O)[C@@H]3C(c4ccc(F)cc4)=NO[C@@H]3C2=O)cc1	-17	-1.0	-0.1	4[fluorescence artefact?]	-9	0.59	-0.3	4	8
Cc1ccccc1Nc1nc(N)nc(COC(=O)C(NC(=O)c2ccco2)C(C)C)n1 (configuration not stated)	-2	-2.3	0.5	5[fluorescence artefact?]	-27	/	-0.9	-10	3
CN=C1c2ccccc2CN1c1cccc(C(=O)OC)c1	18	-1.6	-1.3	5	1	-0.59	0.0	4	-7
O=C(c1cnc2c(c1)COc1ccc(Cl)cc1-2)c1ccccc1O	-14	0.9	0.0	3	-20	1.2	1.1	3	2
CN1CCCC(OC(=O)/C(C#N)=C/c2ccccc2)C1 (configuration not stated)	24	0.5	-1.2	0	-3	-0.4	1.1	-8	-9
COc1cc2ccc(=O)oc2c(O)c1OCC=C(C)C	-173	-0.3	-0.2	3	-8	/	0.4	-7	-2
Cc1cc(C)nc(N2CCC(C(=O)N3CCN(c4cc(Cl)ccc4C)CC3)CC2)n1	16	-15	0.9	-1	0	0.7	-0.2	/	-2
O=C(CSc1nnc(-c2ccco2)n1-c1ccccc1)N1CCc2ccccc21	/	-0.6	0.2	/	/	0.13	0.2	/	/
CC(C)CC1=NN(C(=O)c2cccnc2)C(O)(C(F)(F)F)C1 (configuration not stated)	-1	0.1	0.3	8[fluorescence artefact?]	7	0.36	0.9	2	-5
CCOc1nc(-c2ccccc2Cl)nc2ccccc12	-53	-1.5	-0.6	-8	1	-0.63	0.0	/	-1
CCCCCc1nc(N)c(C#N)c(-c2ccco2)c1CCCC	-95	-1.7	1.3	4	-12	0	0.2	6	-1
Cc1[nH]n(-c2ccccc2)c(=O)c1/C=N/N1C(=O)c2ccc3c4c(ccc(c24)C1=O)CC3	-73	2.6	2.3	6	8	11*	-0.3	0	2
O=C(CSc1ccccc1C(=O)O)NCc1ccccc1	-12	0.0	1.4	-3	-14	0.51	1.2	3	-9
COc1ccccc1/C=C/CN1CCOCC1	-21	-1.1	-0.2	-4	-21	0.1	1.2	-3	-18
O=C(CCC(=O)Nc1ccccc1)NNS(=O)(=O)c1ccccc1[N+](=O)[O-]	15	0.6	-0.1	3	-13	-0.074	0.3	4	-11
CCc1nnc(NC(=O)C2Cc3ccccc3CN2S(=O)(=O)c2ccc(C)cc2)s1 (configuration not stated)	-85	0.0	0.4	-16	-11	-0.31	-0.7	-5	-10
COc1ccc(OC)c(-c2cc(C(=O)N3CCc4ccccc4C3)no2)c1	7	-1.0	0.8	10	-19	-1.3	0.3	0	-16
Nn1cnc2sc3c(c2c1=O)CCC3	-2	-0.3	-0.9	2[fluorescence artefact?]	-28	0.3	-0.5	/	-2
O=C(NC1CCCCC1)C(c1ccncc1)N(CC1CCCO1)C(=O)C(F)(F)F (configuration not stated)	9	-0.2	-0.3	7	-4	-0.58	0.5	7	7
Cc1ccc(C)c(N2CCN(C(=O)Nc3ccc4c(c3)N(C)C(=O)CS4)CC2)c1	-63	-3.0	2.2	-2	-7	0.4	0.0	9	-12
CC(NC(=O)C(CC(=O)OC(C)(C)C)NC(=O)OC(C)(C)C)C(N)=O (configuration not stated)	-36	-3.2	-0.3	1	-6	-1.2	0.3	-4	-11
CCOc1ccc(-c2cc(CCCC(=O)NCCC(C)C)no2)cc1	-16	5.1	1.7	1	-6	-0.37	0.8	-20	-4
Cc1ccc(NC(=S)N(CCN(C)C)Cc2cc3cc(C)ccc3[nH]c2=O)cc1	-4	2.2	-1.4	2	-24	0.38	-0.3	-7	-8
O=C(COC(=O)c1ccccc1C(=O)c1ccc(Cl)c([N+](=O)[O-])c1)NC1CCCCCC1	-41	-19	0.1	-6	-7	1.3	2.5	5	33*
COCC(C)NC(C(=O)Nc1cccc(C(C)=O)c1)c1ccccc1 (configuration not stated)	-12	0.3	-0.8	3	-25	-1.4	0.5	2	-9
COC(=O)CN(c1ccccc1)S(=O)(=O)c1cc(Br)ccc1OC	27	0.4	0.4	1	8	-2.3	-0.5	/	-46
O=C(Cn1nc(-c2ccccc2Cl)ccc1=O)Nc1ccccc1-c1ccccc1	-8	1.9	0.1	-1	7	/	0.2	3	-3
SMILES	m-calpain inh	TNF necrop inh	L929 necroptosis	eIF4E-4G inh	EBV gp42 inh	KCC2 mod	PERK inhibitor	Rad51 HR inh	MDM2 E3 inh
C=CCNC(=O)/C=C/c1c(F)cccc1Cl	-20	1.1	1.6	4	-9	1.1	0.5	6	0
Cc1cc(N2CCOCC2)n2nc(C)c(-c3ccccc3)c2n1	-30	1.5	9.8	89*	-3	/	-0.4	-8	-9
CCC(=O)Nc1ccc(C(=O)N/N=C/c2ccc([N+](=O)[O-])cc2)cc1	17	-0.3	1.5	6	-8	-0.39	1.2	3	-6
CCOC(=O)C(NC(=O)CC)(Nc1cc(C)on1)C(F)(F)F (configuration not stated)	12	-0.9	0.5	3	-7	1.3	-0.1	2	-15
COc1ccc(NC(=S)N/N=C/c2cccn2Cc2ccccc2F)cc1	7	-0.2	0.2	5	-7	0.99	0.9	7	-5
Cc1ccc([N+](=O)[O-])cc1NC(=O)Cc1ccc(F)cc1	-26	0.7	1.6	1	-8	0.25	2.3	30	-5
CCOc1ccccc1NC(=O)/C=C/c1ccccc1[N+](=O)[O-]	26	-0.3	-0.1	-2[fluorescence artefact?]	-8	0.18	-1.2	-6	-17
CC(C)CNc1nnnc2c1sc1nc(N3CCOCC3)c3c(c12)CC(C)(C)SC3	-108	-5.5	0.8	-7	8	-0.84	-0.4	-13	-7
CCCc1[nH]nc2c1C(c1ccc(OC)c(Cn3nnc4ccccc43)c1)C(C#N)=C(N)O2 (configuration not stated)	12	-4.7	-0.4	16	-11	1	1.7	18	4
